Screening data as filed in PubChem.
Pf Dd2 inh: qHTS Primary assay for Inhibitors of Plasmodium falciparum Dd2 growth in vitro; P. falciparum Dd2 growth, SYBR Green, 72 h; Potency, µM (series often up to 28.9 µM), for the others: top-dose activity, negative = inhibition, usual class: inhibitors; 120,000 compounds, 4.3% hits; AID 1347417, 2020; active means well fitted inhibition curve with a large enough effect; inconclusive means small, poorly fitted or top-dose-only effect; inactive means no such curve, though single readings can be large or run the other way;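 further: plate controls were DMSO vehicle for no effect and reference drug for full effect; nearly all actives have a fitted effect of over 65% in size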
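Readout: SYBR Green fluorescence, 485 nm excitation, 535 nm emission, after ~16 h lysis at 37C. Before that, Dd2-infected red cells (2.5% hematocrit) grew 72 h with compound, 29 uM top final concentration.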
* marks the source's active call; other numbers are inactive results; i = inactive; ? = inconclusive; [ ] = remark or other dose. Potency means the concentration at half of the fitted maximal effect.

SMILES	Pf Dd2 inh
Cc1ccccc1C(=O)N1CCC(c2n[nH]c(=O)n2-c2ccccc2)CC1	-10%
Cc1cccc(NC(=O)CSc2nccn2-c2cccc(Cl)c2)c1C	83%[activator]
COCCNc1cc(N2CCN(C3CCCCC3)CC2)c2noc3c2c1C(=O)c1ccccc1-3	0.89µM*
CCCCN1C(=O)C(CC(=O)N2CCCCC2)Sc2ncccc21 (stereo unspecified)	-19%
Cc1ccc(-c2nnc(C3CN(C(=O)c4ccc(F)cc4F)CC34CCOCC4)o2)cc1 (stereo unspecified)	i
O=C(NCc1ccc(Cl)nc1)c1cn2c(n1)CN(C(=O)c1ccccc1F)CC2	7%
CCc1nn(CC(=O)N2CCCCC2)c(=O)c2cc3sccc3n12	15%
Cc1ccc(C)c(N2C(=O)N(Cc3ccccc3C)c3ccccc3S2(=O)=O)c1	-22%
CCOC(=O)C1CCN(C(=O)CSc2c3c(nc4ccc(Cl)cc24)CCCC3)CC1	14µM*
CCOc1ccc(S(=O)(=O)N(C(=O)c2ccncc2)c2ccc3oc(C)c(C(=O)OC)c3c2)cc1	5%

6 entries from above in a different format.
| Compound | Pf Dd2 inh |
| --- | --- |
| COCCNc1cc(N2CCN(C3CCCCC3)CC2)c2noc3c2c1C(=O)c1ccccc1-3 | 0.89µM* |
| CCCCN1C(=O)C(CC(=O)N2CCCCC2)Sc2ncccc21 (stereo unspecified) | -19% |
| Cc1ccc(-c2nnc(C3CN(C(=O)c4ccc(F)cc4F)CC34CCOCC4)o2)cc1 (stereo unspecified) | i |
| O=C(NCc1ccc(Cl)nc1)c1cn2c(n1)CN(C(=O)c1ccccc1F)CC2 | 7% |
| CCc1nn(CC(=O)N2CCCCC2)c(=O)c2cc3sccc3n12 | 15% |
| Cc1ccc(C)c(N2C(=O)N(Cc3ccccc3C)c3ccccc3S2(=O)=O)c1 | -22% |

Following part.
SMILES	Pf Dd2 inh
Cc1noc(C)c1S(=O)(=O)N1[C@@H]2CC[C@H]1CC(NC(=O)c1ccc(F)cc1)C2 (stereo partly specified)	i
C1CNCC(c2nc(CCOCC3CCOCC3)no2)C1 (stereo unspecified)	-4%
CC(=O)N1CCC(Cc2ncc(C)n2C2CC2)C1 (stereo unspecified)	-24%
CCOC(=O)c1cccc(NC(=O)c2cc(S(=O)(=O)N3CCCCCC3)cn2C)c1	2%
CC(=O)N1CCCC2(C1)Nc1cccnc1NC2=NCc1ccccc1 (stereo unspecified)	2%[5.79 µM]
Cc1ccc(-c2cc3ncc(C(=O)c4cc(Cl)c(C)cc4O)cn3n2)cc1	i
Cc1ccc(-c2nnc3ccccc3c2C(=O)Nc2cccc(C(F)(F)F)c2)cc1	35%[activator]
CN(C)C[C@@H]1CN(C2CCOCC2)C[C@H]1NC(=O)C1CC=CCC1 (stereo partly specified)	4%
CC(C)NC(=O)N1CCN2C(=O)c3cc(-c4ccccc4F)ccc3NC(=O)[C@H]2C1	-25%[44.1 µM]
CCCN(CCC)CCNC(=O)Cn1cnc2sc(C)c(S(=O)(=O)N3CCN(c4ccccc4OC)CC3)c2c1=O	?
Cc1ccc(/C=C/c2onc(C)c2S(=O)(=O)N2CCC(C(=O)Nc3ccc(Br)c(C)c3)CC2)cc1	2%
Cn1c(=O)n(CC(=O)O)c(=O)c2c1nc1n2CCCN1c1ccc(Cl)cc1	2%
COC[C@@H]1CN(S(=O)(=O)c2cn(C)cn2)C[C@H]1c1ccncc1	14%
CSc1ncc(C(=O)Nc2ccc(C)c(Cl)c2)c(-c2ccccc2)n1	-20%
CN1CCCC1COc1ccc2c(n1)CN(Cc1ccc(F)cc1)C(=O)CO2 (stereo unspecified)	?
COc1cc(NC(=O)N2CCC3(CC2)Nc2cc(F)ccc2-n2cccc23)cc(OC)c1OC	?
O=C(CN1CCCc2nc(-c3ccccc3)ncc2C1=O)NCCc1c[nH]c2ccccc12	?
CC1(C)N=C(c2ccccc2)C(=O)N1CC(=O)NC1CCCC1	78%[activator]
CCOc1ccc(C(=O)NCC(c2cccs2)S(=O)(=O)c2ccccc2)cc1 (stereo unspecified)	-14%
Cc1cccc(N2CCN(C(=O)CCCCn3c(=O)[nH]c4ccsc4c3=O)CC2)c1C	i
COc1ccc(C(=O)N2CCC(CC(=O)NCc3ccccc3)C2)cc1 (stereo unspecified)	55%[activator]
COc1ccc([S+](=O)([O-])c2nnn3c2nc(NCc2ccncc2)c2ccccc23)cc1	-15%
Cc1ccc(-c2nc(CS(=O)(=O)CC(=O)N3CCN(c4ccccc4)CC3)c(C)o2)cc1	-23%
O=C(CCc1ccccc1)N1CCC(N2CC3CC(C2)[C@H]2CCCC(=O)N2C3)CC1 (stereo partly specified)	10%
Cc1ccc(Cl)cc1NC(=O)Cn1c(=O)c(CNc2ccccc2)cc2cc3c(cc21)OCCO3	i
COc1cccc(CN2CCc3c(cc(C(=O)N4CCOCC4)n3C)C2)c1	-16%
CCCCOc1nnc(-c2ccc(OCC)cc2)c2ccccc12	9%
CCN(CCCNC(=O)c1nn(-c2ccc(C)cc2)c(=O)c2c1c1ccccc1n2C)c1cccc(C)c1	-3%
Cc1cccc(-c2nc(CSCC(=O)N3CCN(c4cccc(C)c4C)CC3)c(C)o2)c1	i
CN(C)c1nccnc1OC1CCN(C(=O)CCc2ccccc2)C1 (stereo unspecified)	-6%
COc1ccccc1CNC(=O)CN(c1ccccc1OC)S(C)(=O)=O	-17%
CCC(=O)N1CCCc2cc(S(=O)(=O)Nc3ccc(C)c(C)c3)ccc21	i
O=c1c2cc3c(cc2nc2sc(Nc4ccc(F)cc4F)nn12)OCO3	?
CCOC1CCN(C(=O)c2cnc(Cc3c(Cl)cccc3Cl)[nH]c2=O)CC1	-1%
Cc1ccsc1C(=O)Nc1ccc2ncnc(N3CCCCC3)c2c1	-12%
CCc1cc(=O)[nH]c(SCc2nc(-c3ccc(C(F)(F)F)cc3)no2)n1	-12%
COc1cccc(CNC(=O)c2ccc3c(c2)N(C(=O)c2ccc(F)cc2)CC3)c1	-20%
O=C(O)CCc1nnc2cnc3ccccc3n12	12%
Cn1c(C(=O)NCCc2ccccc2)cc2c(=O)n3ccccc3nc21	10%
O=C(Nc1ccc(-c2nnc3n2CCCC3)cc1)C1CCCCC1	-27%
COc1ccc(NC(=O)c2cc(NC(=O)C3CCC3)cc3nc(C)ccc23)cc1	i
COc1cccc(N2CC3(C2)CN(c2ccccc2)C(=O)O3)c1	1%[44.1 µM]
Cc1cc(C)c(Cn2c3ccccc3c3cnn(CC(=O)NCCC4=CCCCC4)c(=O)c32)c(C)c1	?
CCOc1cc(C(=O)OCc2cc(=O)n3nc(CC)sc3n2)cc(OCC)c1OCC	-17%
CCOC(=O)Cn1c(=N)n(Cc2ccc(C(C)(C)C)cc2)c2ccccc21	i
O=C(c1ccccc1-c1ncc[nH]1)N1CCOC(c2ccc(Cl)cc2)C1 (stereo unspecified)	i
COc1ccc(C(=O)N[C@@H](Cc2ccccc2)C(=O)N2CCCOCCNC(=O)CC2)cc1F	-24%
Cc1cccc(C)c1OCC(=O)Nc1c(C(=O)c2ccccc2)oc2ccccc12	-10%
CN(C)c1ccc(CN2C[C@H](O)C[C@H]2c2nc(-c3ccncc3)no2)cc1	15%[44.1 µM]
CN1CC(=O)N(C2CCC2)Cc2c1ncnc2N1CCOCC1	7%

Next section; the last seven above are carried over.
SMILES	Pf Dd2 inh
CCOc1cc(C(=O)OCc2cc(=O)n3nc(CC)sc3n2)cc(OCC)c1OCC	-17%
CCOC(=O)Cn1c(=N)n(Cc2ccc(C(C)(C)C)cc2)c2ccccc21	i
O=C(c1ccccc1-c1ncc[nH]1)N1CCOC(c2ccc(Cl)cc2)C1 (stereo unspecified)	i
COc1ccc(C(=O)N[C@@H](Cc2ccccc2)C(=O)N2CCCOCCNC(=O)CC2)cc1F	-24%
Cc1cccc(C)c1OCC(=O)Nc1c(C(=O)c2ccccc2)oc2ccccc12	-10%
CN(C)c1ccc(CN2C[C@H](O)C[C@H]2c2nc(-c3ccncc3)no2)cc1	15%[44.1 µM]
CN1CC(=O)N(C2CCC2)Cc2c1ncnc2N1CCOCC1	7%
O=C(C1CCCC1)N1Cc2ccccc2CC2(CCN(Cc3ccncc3)C2)C1 (stereo unspecified)	?
CC(=O)N(C)Cc1ccc(F)cc1	?
COc1cc2cc(CNc3ccc(C)cc3)c(=O)n(CC(=O)Nc3ccc(F)cc3F)c2cc1OC	?
Cc1noc(C)c1-c1cc2cc(C(C)C)oc2c(NCCc2ccccn2)n1	-21%[44.1 µM]
CCC(O)C1CCN(Cc2cnc(S(=O)(=O)CC)n2CCc2ccccc2)CC1 (stereo unspecified)	i
Cc1ccc(N2CC(c3noc(-c4cccc(N(C)C)c4)n3)CC2=O)cc1 (stereo unspecified)	-23%
Cc1ccc(S(N)(=O)=O)cc1C(=O)N[C@H]1[C@H]2CCO[C@H]2[C@@H]1N1CCCC1	-3%
COc1ccc(CCNC(=O)C(=O)NCC(c2ccco2)S(=O)(=O)c2cccs2)cc1 (stereo unspecified)	6%
O=C(Nc1ccccc1)N[C@H]1C[C@H]2C(=O)NC[C@@H](CCC(=O)N3CCN(c4ccccc4)CC3)N2C1	?
Cc1ccc(C)c(CNC(=O)c2cnc3sc(N4CCCC4)nn3c2=O)c1	-7%
C#CCNC(=O)[C@H]1O[C@H](CCN2CCNCC2)CC[C@@H]1O	7%[44.1 µM]
Cc1ccccc1Nc1nn2c(=O)c3ccc(C(=O)NCc4ccccc4)cc3nc2s1	?
CN(C)C(=O)CC1CCOC2(CCNCC2)C1 (stereo unspecified)	7%
COc1cccc(CN2CCC3(CC2)CC(O)CCO3)n1 (stereo unspecified)	-10%
CCN1C(=O)CCc2cc(NS(=O)(=O)c3cn(C)c(C)n3)ccc21	0%
Cc1ccc(O)c(C(CC(=O)NCC2(c3ccccc3)CCCC2)c2ccccc2)c1 (stereo unspecified)	10µM*
COCCn1cc(CN(C)CC(=O)N2CCCCCC2)ccc1=O	-19%
COc1ccc(CNC[C@H]2C[C@@H]3CCN2C[C@@H]3c2cc(-c3ccc(F)cc3)nn2C)cc1	13µM*
CCn1nccc1C(=O)NCCC1CCN(C(=O)Nc2ccc(F)cc2F)CC1	-10%
COc1ccc(CNCc2c(C(=O)O)c(C)n(Cc3ccc(Cl)cc3)c2C)c(OC)c1	?
CC(C)CCN(C1CCOCC1)C1CCN(S(=O)(=O)c2cccnc2)CC1	10µM*
CC1=NOC2(CCN(Cc3ccccn3)CC2)C1	i
O=C(Nc1ccc(F)cc1F)c1c2c(nc3ccccc13)C(=O)N(C1CCCCC1)C2	i
CCOc1ccc(CN2CCc3nc(Nc4ccc(OC)cc4OC)ncc3C2)cc1	i
O=C(COc1ccc(-n2cnnn2)cc1)N1CCCC2(CCNCC2)CC1	-1%
COCCOCc1nc(C2CCN(C(=O)Nc3ccc(OC)c(F)c3)CC2)no1	?
Cc1cc(-c2cc3c(nc2-c2ccccc2)nc(C(=O)NC2CCN(C)CC2)n3C)ccn1	6.3µM*
COCCN1C(=O)N(CCCc2cccnc2)C(=O)C12CCN(C/C=C/c1ccc(OC)cc1)CC2	i
O=C(c1cc(F)ccc1F)N1CCC2(CC1)CC(N(Cc1ccccc1)C1CC1)CCO2 (stereo unspecified)	-7%
COc1cc(CNC(=O)CN2CCCc3nc(C4CC4)ncc3C2=O)cc(OC)c1	22%
CC(=O)N1CCC(N2C[C@@H]3C[C@H]2C(=O)N(Cc2cccnc2)c2ccccc2O3)CC1	-13%[44.1 µM]
Cc1nc2scc(CC(=O)NC(C)C)n2c(=O)c1-c1cc(C)n(-c2ccc(C(C)C)cc2)n1	i
CCc1noc(-c2cccn3c(CNC(=O)c4ccc(OC)cc4)nnc23)n1	?
COc1cccc(O)c1CN1CCC(C(Cc2ccc(F)cc2)N(C)Cc2cn(C)nc2C)CC1 (stereo unspecified)	?
CC(C)c1nc2c(c(-c3ccc(O)cc3)n1)CN(C(=O)c1ccc(Cl)nc1)CC2	i
CC(C)Cn1c(=O)c2ccccc2n2c(-c3ccc(Br)cc3)nnc12	72%[activator]
O=C(NCCC1CCN(C(=O)Nc2ccccc2F)CC1)c1ccco1	0%
Cc1ncoc1C(=O)N1CCCCCNC(=O)[C@@H]2CCC[C@@H]21	1%
CCc1ccc(-c2cc(C)no2)cc1S(=O)(=O)NCc1ccc(OC)cc1	28%
CN(C(=O)c1cc(F)ccc1Cl)C1CCc2nn(C)c(=O)n2CC1 (stereo unspecified)	21%
Cc1nc(C(C)C)ncc1C(=O)N1CCN(C)C2(CCNC(=O)CC2)C1 (stereo unspecified)	-2%
O=C(c1ncn[nH]1)N1CCN(Cc2cn(-c3ccccc3)nn2)CC1	-2%
COc1ccccc1CNC(=O)CCn1c(=O)c2ccccc2n(CC(=O)Nc2ccc(C)cc2C)c1=O	28%
COc1cccc(CN2CCCC(NC(=O)Nc3ccccc3OC)C2)c1 (stereo unspecified)	-23%
COc1ccc(-c2nc3ccccc3o2)cc1NC(=O)C(C)Oc1ccc(Cl)cc1Cl (stereo unspecified)	88%[activator]
Cc1cnc(C(=O)NCCc2ncc(C)n2C2CCC2)cn1	?
CC(C)Oc1ccc(-c2noc(-c3nnn4c3COC(c3ccc(F)cc3)C4)n2)cc1 (stereo unspecified)	i
O=C(NC1CC(=O)N(c2ccc(Cl)cc2)C1)C1CCCCC1 (stereo unspecified)	27%
Cc1cccc(Nc2cc(C)nc3nc(-c4ccccc4)nn23)c1	i
COc1cc(C(=O)N2CCC(Cc3nc(-c4ccc(F)cc4)no3)CC2)cc(OC)c1OC	-25%
CCN1C(=O)C2(CCN(S(=O)(=O)c3ccc4c(c3)OCCO4)CC2)c2ccccc21	?
N#Cc1ccc(S(=O)(=O)N2CCC(Oc3cccc(C(F)(F)F)c3)CC2)cc1	-9%
COCC(=O)N1CCCn2cc(-c3cccc(C#N)c3)nc21	i

Some of the compounds tested; the hit share may differ from the screen's.
